# FadD28 FP inh: M. tuberculosis FadD28 bisubstrate binding inhibition; AID 588549; FadD28 bisubstrate probe binding, fluorescence polarization; inhibition, % at 12.5 µM; hit rate 0.22% among 360,000; in the data active = inhibition above about 8.5%, passing the limit was not always enough; inconclusive = no clear call, values can overlap the other calls
# BoNT-A LC inh2: blocks Botulinum neurotoxin A light chain protease. AID 588499. hit rate 0.17% among 360,000. multiplex microsphere protease substrate cleavage, flow cytometry. inhibition, % at 10 µM; also: plate controls were buffer without enzyme for full effect and enzyme alone for no effect
# Anthrax LF prot: inhibitors of Bacillus anthracis lethal factor protease; P15917; multiplex microsphere protease cleavage assay, LF; inhibition, % at 10 µM; hit rate 0.12% among 360,000; also: plate controls were buffer without enzyme for full effect and enzyme alone for no effect
# Target sequence (P15917 whole entry, looked up): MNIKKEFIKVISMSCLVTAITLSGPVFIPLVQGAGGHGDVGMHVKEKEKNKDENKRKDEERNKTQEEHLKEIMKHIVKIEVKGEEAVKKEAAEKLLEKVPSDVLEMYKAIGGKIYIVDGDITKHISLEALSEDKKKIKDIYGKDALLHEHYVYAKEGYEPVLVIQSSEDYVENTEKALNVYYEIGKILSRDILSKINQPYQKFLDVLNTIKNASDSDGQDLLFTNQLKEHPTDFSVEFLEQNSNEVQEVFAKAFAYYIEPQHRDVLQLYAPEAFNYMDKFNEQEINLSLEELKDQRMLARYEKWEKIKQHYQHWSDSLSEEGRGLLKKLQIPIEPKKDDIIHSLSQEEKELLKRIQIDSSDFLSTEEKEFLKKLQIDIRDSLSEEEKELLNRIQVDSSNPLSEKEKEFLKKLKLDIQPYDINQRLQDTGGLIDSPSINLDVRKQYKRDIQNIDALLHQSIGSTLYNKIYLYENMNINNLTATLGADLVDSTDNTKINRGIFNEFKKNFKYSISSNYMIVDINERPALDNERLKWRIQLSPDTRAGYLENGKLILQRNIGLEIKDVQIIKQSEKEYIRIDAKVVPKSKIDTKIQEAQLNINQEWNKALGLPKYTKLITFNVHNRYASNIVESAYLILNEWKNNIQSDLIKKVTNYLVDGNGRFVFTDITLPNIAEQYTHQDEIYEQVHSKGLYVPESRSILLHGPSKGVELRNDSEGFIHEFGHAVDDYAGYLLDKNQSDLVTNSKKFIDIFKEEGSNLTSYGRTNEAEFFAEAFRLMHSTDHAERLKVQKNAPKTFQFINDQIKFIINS
# CCHF vOTU inh: blocks the CCHF virus ovarian tumor domain protease; CCHFV vOTU protease, Pep-AMC fluorescence; inhibition, % at 11.5 µM; hit rate 0.55% among 370,000; AID 651958; in the data active = inhibition above about 30%; also: 0% = vehicle wells with enzyme and 100% = no enzyme wells
# PfHsp40 rescue: restores yeast growth despite PfHsp40 toxicity. S. cerevisiae expressing PfHsp40, growth rescue, ATP luminescence. growth rescue, % at 12.5 µM. hit rate 0.68% among 340,000; in the data active = growth rescue above about 28%, passing the limit was not always enough; inconclusive = no clear call, values can overlap the other calls;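 also: yeast W303a lacking pdr1 and pdr3 grown in galactose medium; growth measured after three days at 30 °C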
# TcdB inh: inhibitors of Clostridioides difficile toxin B glycohydrolase; P18177; TcdB glycohydrolase enzymatic assay, plate reader; inhibition, % at 9.99 µM; hit rate 0.24% among 350,000; AID 652162; in the data active = inhibition above about 10%
# BoNT F protease: inhibitors of Botulinum neurotoxin F light chain protease | Multiplex microsphere protease cleavage assay, flow cytometry | inhibition, % at 10 µM | hit rate 0.22% among 360,000; in the data active = inhibition above about 35%, passing the limit was not always enough; inconclusive = no clear call, values can overlap the other calls; also: plate controls were buffer without enzyme for full effect and enzyme alone for no effect
# Y pestis TopoI: Y. pestis Topo-I inhibition via cleavage products. Y. pestis Topo-I cleavage product accumulation, plate reader. activity, % at 10 µM. hit rate 0.064% among 360,000. AID 504884; in the data active = activity above about 50%, passing the limit was not always enough; inconclusive = no clear call, values can overlap the other calls; also: inactives centre near 2
# PrPC TRFRET: reduces human prion protein on the cell surface; P04156; AID 720596; inhibition, % at 13.8 µM; hit rate 0.43% among 370,000; cell surface PrPC, TR-FRET read-out; in the data active = inhibition above about 24%; also: 0% = median of the test wells and 100% = reference compound wells
# * hit, by the source's call; ? = inconclusive; nt = no result given. Rule as the data show it, unless noted: active = inhibition above about 30%; inconclusive = no clear call, values can overlap the other calls; inactive = below that.
SMILES,FadD28 FP inh,BoNT-A LC inh2,Anthrax LF prot,CCHF vOTU inh,PfHsp40 rescue,TcdB inh,BoNT F protease,Y pestis TopoI,PrPC TRFRET
COc1cccc(N2C(=O)C3ON(c4ccccc4)C(c4cccs4)C3C2=O)c1 (stereo not given),-0.4,0.0,5,2,1.3,0.6,0,-8,4
Cc1cccc(NC(=O)c2cccc(C(=O)Nc3cccc(C)c3C)n2)c1C,-0.3,-0.7,13,7,-0.7,1.6,2,41,7
CCC(=O)Oc1ccc2c(c1)OC1(OC(C)=O)OC(C)CC1=C2C (stereo not given),-0.8,0.7,-2,-403,-0.3,3.4,-2,1,1
Clc1ccc(OCCCNCc2ccccc2)c(Br)c1,-0.4,-0.5,1,-13,-2.5,nt,-2,3,0
COc1ccc(C(=O)c2[nH]c(N)c(C(=O)NCCc3c[nH]c4ccccc34)c2-c2ccccc2Br)cc1,nt,0.0,0,3,nt,-4.1,-4,nt,-1
O=C(OCCc1cc2ccccc2c(=O)o1)c1ccc2c(c1)OCO2,-7.0,0.6,-3,10,-0.9,-0.7,-7,-10,-2
CCCOc1ccc(F)cc1-c1cc(C(=O)Nc2ccc(OC)c(OC)c2)[nH]n1,-0.1,-0.3,-2,15,nt,1.5,-3,-6,8
N#Cc1ccc(N2C(=O)[C@@H]3C(C(=O)C(c4ccccc4)c4ccccc4)=NN[C@@H]3C2=O)cc1,-5.3,0.2,2,4,1.5,0.6,-6,-2,1
O=C(N[C@@H](Cc1ccccc1)C(=O)CCl)OCc1ccccc1,-0.2,-0.7,-3,2,320*,0.3,-4,10,8
Clc1ccc(-n2nnnc2Sc2ncnc3sccc23)cc1,2.1,0.8,-2,0,0.3,nt,-16,-5,4
O=C(O)c1ccc(CN2CCOCC2)o1,-0.7,-0.6,-1,-1,0.2,-0.9,-9,6,0
COc1ccc(S(=O)(=O)n2[nH]c(=O)c(CCO)c2C)cc1,-0.2,2.1,1,2,-0.7,0.4,10,4,-9
CCOC(=O)c1ccc(N/C(=N\S(=O)(=O)c2ccc(F)cc2F)c2ccccc2)cc1,-2.0,-0.1,-3,12,4.2,nt,-2,18,12
O=C(Nc1ccccc1Cl)NC1(C(=O)N2CCCC2)CCCCC1,0.6,1.0,2,14,0.3,nt,6,5,1
Cc1ccc(S(=O)(=O)N(C)c2ccc(C(=O)Nc3cccnc3)cc2)cc1,1.5,0.3,-1,-9,1.3,2.7,5,-6,2
CCn1cc(C=C2C(=O)N(C)C(=O)N(C)C2=O)c2ccccc21,-2.6,-0.2,-6,-1,-1.4,1.7,-10,-5,2
COc1ccccc1CCn1cnc(Cc2ccccc2)c1C(C)C,nt,-0.2,0,12,nt,0.2,-7,nt,8
O=C(CN1CCC(C(=O)O)CC1)Nc1ccccc1Oc1ccccc1,-2.5,-6.2,?,4,nt,1.2,16,1,-3
COCCNc1c(-c2cc3ccc(C)c(C)c3[nH]c2=O)nc2ccccn12,-1.4,0.8,-12,16,1.2,2.2,0,4,-12
CCCNC(=O)c1cc(S(=O)(=O)N2CCc3ccccc32)cn1C,0.6,0.3,-6,1,-1.1,0.6,6,-5,6
NS(=O)(=O)c1ccc(CCNC(=O)COC(=O)Cc2ccc(Cl)cc2)cc1,-2.4,-0.4,6,-9,nt,1.9,-6,4,7
COc1ccc(N2CCN(C(=O)NC3CC(=O)N(c4ccc(OC)cc4)C3)CC2)cc1 (stereo not given),-1.7,0.4,0,-3,-1.1,2.7,-8,0,1
CCOC(=O)C1=C(C)NC2=C(C(=O)CCC2)C1c1ccc(N(C)C)cc1 (stereo not given),-4.8,0.1,-4,8,-0.4,nt,-6,-11,-1
CC(OC(=O)CCN=C1NS(=O)(=O)c2ccccc21)C(=O)Nc1ccc(F)c(F)c1F (stereo not given),-1.8,?,?,11,-1.6,1.5,?,-2,5
COCCNC(=O)C(c1ccc(F)cc1)N(Cc1ccco1)C(=O)CCC(=O)Nc1ccccn1 (stereo not given),0.2,0.4,9,11,-1.3,-12,4,3,0

# Next part
SMILES,FadD28 FP inh,BoNT-A LC inh2,Anthrax LF prot,CCHF vOTU inh,PfHsp40 rescue,TcdB inh,BoNT F protease,Y pestis TopoI,PrPC TRFRET
CC(C)CC1Nc2ncnc(N3CCN(c4ccccc4)CC3)c2N(Cc2ccc(Br)cc2)C1=O (stereo not given),-2.1,0.1,6,4,-0.2,1.0,-16,-11,13
COC(=O)Nc1nc(C)c(C(=O)c2ccccc2)s1,-0.8,-0.5,-14,13,-0.9,nt,3,-3,-2
O=C(CN1CCN(Cc2ccccc2)CC1)N1CCCc2ccccc21,-2.1,-0.4,-4,8,0.3,0.1,4,6,-10
CN(C(=O)c1cccc(NC(=O)Cc2cccc(NC(=O)C3CCN(C(=O)C4CCCCC4)CC3)c2)c1)C1CCC1,-0.2,-0.1,-2,3,-1.0,-5.9,2,22,2
Cc1onc(-c2c(F)cccc2Cl)c1C(=O)N1CCCc2ccccc21,-5.7,-0.1,2,-11,1.5,nt,4,13,2
Cc1ccccc1-c1nc2ccccc2o1,-2.3,-0.3,2,-6,0.5,0.1,-14,-5,0
O=C(Cn1cnc2c(nnn2Cc2ccc(F)cc2)c1=O)N1CCCc2ccccc21,0.1,-0.6,-5,5,-1.5,-0.4,-9,-9,-5
O=C(c1c(F)cccc1F)N1CCN(CCOc2ccccc2)CC1,-3.4,-5.5,3,6,-2.2,0.4,8,-10,0
COC(=O)CCN(C(=O)c1cccc([N+](=O)[O-])c1)c1ccccn1,-1.6,-1.0,-2,6,-1.3,1.3,-3,-2,-8
Cn1c(N)c(C(=O)COC(=O)Cc2ccccc2)c(=O)n(C)c1=O,-1.6,-0.1,-4,19,1.6,-4.8,-2,0,7
O=S(=O)(c1cccc2nonc12)N1CCCCCC1,-4.7,0.4,3,4,-1.2,1.1,-2,9,-29
O=C(CSc1nc2[nH]ncc2c(=O)[nH]1)NCc1ccccc1Cl,-3.4,0.5,2,-7,-0.9,0.8,6,-1,-2
CCOC(=O)COc1ccc(N)cc1CC(NC(C)=O)(C(=O)OCC)C(=O)OCC,-0.9,-0.6,-5,6,-1.6,0.2,-4,3,7
CCN1C(=O)C(CC(=O)NC)N(NC(=O)c2ccccc2)C1=S (stereo not given),-1.0,-0.5,-4,9,-1.9,nt,-6,9,-4
COc1ccc(Cc2nnc(SC(C)C(=O)Nc3ccc(F)cc3Cl)o2)cc1 (stereo not given),-4.9,2.7,3,7,0.9,-0.9,2,1,0
CCCC(=O)N1CCN(c2ccc(NC(=O)c3ccc(Br)o3)cc2)CC1,-0.1,-0.2,-2,0,-1.0,nt,-11,-2,7
COc1ccc(CN=C2NN=C(c3ccccc3)CS2)cc1,-5.0,0.0,-3,-7,-0.9,0.2,-11,7,0
CC(=O)NC(c1cccc([N+](=O)[O-])c1)c1c(OC(C)=O)ccc2ccccc12 (stereo not given),-4.1,0.2,-2,8,-0.5,1.2,-6,-9,-10
O=C(C1COc2ccccc2O1)N1CCN(c2nc3c(F)cc(F)cc3s2)CC1 (stereo not given),-0.7,1.8,-2,8,1.6,-0.2,-10,18,-3
Oc1ccc(O)c(-c2cnns2)c1,-0.2,-0.2,-1,3,0.5,nt,-4,-1,-4
O=C1Nc2ccccc2SC1c1ccccc1 (stereo not given),-3.7,1.0,-18,-11,0.2,1.0,4,2,-4
COc1ccc(N2CCN(S(=O)(=O)/C=C/c3ccccc3)CC2)cc1,-0.4,-0.3,0,-4,1.2,nt,4,6,2
CC(C)(C)NC(=O)C1c2ccccc2OCC(=O)N1Cc1ccccc1 (stereo not given),nt,-0.1,3,1,nt,1.2,1,nt,-7
Cc1ccc(N2CC(C(=O)OCC(=O)C(C)(C)C)CC2=O)cc1C (stereo not given),0.5,-2.0,0,1,-1.6,nt,-2,1,3
COC(=O)CN(c1ccc(Cl)cc1C)S(C)(=O)=O,-1.3,-0.2,-1,4,-1.4,-1.8,-1,8,3

# The last six entries of the part before are carried over, then new ones follow:
SMILES,FadD28 FP inh,BoNT-A LC inh2,Anthrax LF prot,CCHF vOTU inh,PfHsp40 rescue,TcdB inh,BoNT F protease,Y pestis TopoI,PrPC TRFRET
Oc1ccc(O)c(-c2cnns2)c1,-0.2,-0.2,-1,3,0.5,nt,-4,-1,-4
O=C1Nc2ccccc2SC1c1ccccc1 (stereo not given),-3.7,1.0,-18,-11,0.2,1.0,4,2,-4
COc1ccc(N2CCN(S(=O)(=O)/C=C/c3ccccc3)CC2)cc1,-0.4,-0.3,0,-4,1.2,nt,4,6,2
CC(C)(C)NC(=O)C1c2ccccc2OCC(=O)N1Cc1ccccc1 (stereo not given),nt,-0.1,3,1,nt,1.2,1,nt,-7
Cc1ccc(N2CC(C(=O)OCC(=O)C(C)(C)C)CC2=O)cc1C (stereo not given),0.5,-2.0,0,1,-1.6,nt,-2,1,3
COC(=O)CN(c1ccc(Cl)cc1C)S(C)(=O)=O,-1.3,-0.2,-1,4,-1.4,-1.8,-1,8,3
CC(NC(=O)c1cccnc1)C(c1cccs1)N1CCN(C)CC1 (stereo not given),1.7,-0.4,-2,-8,0.4,1.7,-13,2,11
COc1ccc(OC)c(NC(=O)CNC(=O)Cn2cnc3sc(C)cc3c2=O)c1,-1.2,0.2,1,-3,0.7,0.8,0,-4,3
COC(=O)c1sccc1NC(=O)C1C2C=CC(O2)C1C(=O)O (stereo not given),-5.3,0.3,3,-5,-0.6,nt,21,10,7
CC(C)(C)NC(=O)CN(Cc1cccs1)C(=O)CCN1CCc2ccccc21,-1.3,-0.4,2,15,0.1,-30,-2,1,7
Cn1cc(C(=O)Nc2ccc(Cl)cc2)c(C(F)(F)F)n1,-3.4,0.3,1,-13,0.4,2.7,-2,-1,-1
CSc1ccc(CNCCN2CCOCC2)cc1,-3.1,0.0,-1,5,-0.4,1.2,-3,1,3
N=c1sccn1CC(=O)Nc1cc(S(=O)(=O)N2CCCCC2)ccc1Cl,-2.2,-1.4,-2,2,-0.7,0.2,-1,-9,3
CC1CCC2(CC1)NC(CO)(CO)CO2 (stereo not given),-0.5,-3.8,-6,-8,-0.4,nt,-6,-6,1
CCc1ccc(NC(=O)C(=O)NCCN2CCN(Cc3ccc([N+](=O)[O-])cc3)CC2)cc1,-0.9,-0.7,0,-4,0.6,1.0,2,-1,-2
Cc1ccc(NC(=O)c2cc(C(C)(C)C)nn2Cc2ccccc2)cc1,-3.6,?,1,0,0.6,1.4,?,-7,9
Cc1ccccc1NC(=O)Cn1nc(C)n2cccc2c1=O,0.1,0.4,-2,9,0.2,0.3,-4,2,-8
O=C(c1cc(N2C(=O)C3C4CCC(C4)C3C2=O)ccc1Cl)N1CCCCCC1 (stereo not given),-0.6,-1.2,0,6,1.0,1.0,1,8,-8
CC(C)C(c1nnnn1C1CCCCC1)N1CCOCC1 (stereo not given),-1.2,-2.8,10,-6,-0.5,nt,5,6,-8
COCCOC(=O)CSc1ncccc1-c1nc2cc(C)c(C)cc2[nH]1,0.2,1.4,3,-32,0.4,1.2,-1,-6,7
Cc1ccc(S(=O)(=O)N2CCN(S(=O)(=O)N3CCC(C)CC3)CC2)c(C)c1,-0.5,1.4,-2,11,0.1,1.9,-8,-4,3
Cc1nc(-n2nnc3ccccc32)c2c3c(sc2n1)CCCC3,-4.2,0.7,-4,-3,-0.4,nt,2,-6,-6
O=C(CSc1nnc(-c2cccnc2)n1Cc1ccco1)Nc1nc(-c2ccc(F)cc2)cs1,-5.9,0.3,-2,-1,0.8,nt,0,23,-6
Cc1cc(NC(=O)CCN2C(=O)/C(=C\c3ccccc3)SC2=S)no1,-0.4,-0.3,-6,-10,1.2,-0.3,-5,0,6
Cn1cc(C(=O)OCC(=O)Nc2ccccc2)c2ccccc21,-4.4,-0.1,3,-6,3.0,0.3,-6,-1,2
CCCCN1CCCCC1(C)C(=O)NCc1cccs1 (stereo not given),1.1,1.4,-1,0,nt,0.9,-14,-5,-2
COc1cc(SC)ccc1C(=O)NC1CCCCC1,-2.7,0.4,1,-11,-0.8,nt,1,9,4
c1cc(C2OCCN2CC2COC3(CCCC3)O2)ccn1 (stereo not given),0.7,-0.8,-4,0,-0.1,nt,-10,-5,6
COc1ccc(CCC(C)N2CCC(CO)(Cc3ccccc3)CC2)cc1 (stereo not given),-0.9,-4.6,-13,5,-0.4,0.1,-7,2,-7

# From PubChem BioAssay
